UDG counter: blocks uracil-DNA glycosylase in AID counter-screen; FRET deamination/UDG coupled assay, UDG read, 4 h; Potency, µM (highest dose often 115 µM), without a hit: at the highest dose activity change, negative = inhibition, usual class: inhibitors; 0.14% of 91,000 active; AID 1347430; further: nearly all actives have a fitted effect of over 65% in size
AID inhibitor: inhibitors of human activation induced cytidine deaminase; Q9GZX7; AID deamination FRET fluorescence, UDG-coupled, 4 h; 0.32% of 91,000 active; Potency, µM (highest dose often 115 µM), for the others: at the top dose activity change, negative = inhibition, usual class: inhibitors; further: nearly all actives have a fitted effect of over 25% in size
Target sequence (Q9GZX7 whole entry, looked up): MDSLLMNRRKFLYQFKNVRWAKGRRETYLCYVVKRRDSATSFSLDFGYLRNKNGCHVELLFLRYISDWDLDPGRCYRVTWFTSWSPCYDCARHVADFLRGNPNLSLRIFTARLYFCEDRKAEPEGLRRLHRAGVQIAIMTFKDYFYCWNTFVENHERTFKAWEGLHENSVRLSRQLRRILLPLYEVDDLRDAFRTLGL
Starred values were filed as active, the others as inactive; i = inactive; ? = inconclusive; & = joins results of further samples; [ ] = remark or other dose. The call rests on the fitted dose curve; in most records, active means well fitted curve in the direction sought with a large enough effect; inconclusive means small, poorly fitted or top-dose-only effect, or another doubt; inactive means no such curve, though single readings can be large; an effect the other way counts as inactive or inconclusive. On the % scale 0 is the no-effect control and ±100 the full control effect; potency means the concentration at half of the fitted maximal effect.

SMILES | UDG counter | AID inhibitor
CCONC(=O)c1ccc(C(=O)NOCC)cc1 | 2% | 0%
N=C(N)SCCc1ccc(CCSC(=N)N)cc1 | 1% | -15%
Cc1cc(C(=O)NCCc2ccccn2)c2ccccc2n1 | -3% | 21%
CCOC(=O)c1cc2c(=O)n3ccccc3nc2n(CC2CCCO2)c1=NC(=O)c1ccc(OC)cc1OC (configuration not stated) | -24% | -11%
Cn1c(Cl)c(C=O)c2ccccc21 | 1% | 0%
COc1ccc(-c2nnn3c2nc(NCc2ccccc2)c2ccccc23)cc1 | -3% | 48%[activator]
O=C(CN1C(=O)c2cccnc2Oc2ccc(Cl)cc21)NCCc1ccccc1 | -7% | 16%
NC(=O)Cc1csc(NC(=O)CCc2ncc(-c3ccc(Cl)cc3)o2)n1 | 14% | 12%

Next section.
SMILES | UDG counter | AID inhibitor
COC(=O)CCCCCn1c(-c2ccccc2)cn2c3c(=O)n(C)c(=O)n(C)c3nc12 | 9% | 16%
O=C(COc1cccc(Cl)c1)N1CCC(c2nc3ccccc3o2)CC1 | 3%[57.5 µM] | -20%
CCCCCCCCCCS(=O)CCC(=O)O (configuration not stated) | -7% | -2%
COc1cc(OC)cc(-c2nc(-c3nonc3N)no2)c1 | -4% | 4%
CS(=O)(=O)c1ncc(N(Cc2ccco2)Cc2cccs2)c(C(=O)Nc2ccccc2F)n1 | 11% | -11%
CCOc1ccccc1C(=O)Nc1ccc(-n2nncc2-c2ccccc2)cc1 | -8% | ?
CSc1ccccc1NC(=O)/C=C/c1ccco1 | 8% | 12%
CC(C)c1ccc(NC(=O)C2CCCC2)cc1 | 1% | -7%

Later entries:
SMILES | UDG counter | AID inhibitor
COc1ccccc1NC(=O)c1ccc2c(Cl)c3c(nc2c1)CCCC3 | 0% | 1%
CC1CCN(C(C)C(=O)Nc2ccc(Cl)cc2C(F)(F)F)CC1 (configuration not stated) | 1% | -1%
CNc1ncnc2c1ncn2[C@@H]1O[C@H](CO)[C@@H](O)[C@H]1O | 1% | 3%
CCCn1nc(C(=O)Nc2cccc(OC)c2)c2ccccc2c1=O | -7% | -1%
Cc1ccc(Cl)cc1N1CCN(C(=O)c2ccc3nc(N4CCC(C)CC4)sc3c2)CC1 | -17% | ?
Cc1cccc(C)c1Nc1sc(C(=O)c2ccccc2)c(N)c1S(=O)(=O)c1ccccc1 | -18% | -22%
CN(C)c1ccc(NC(=O)CSC2=Nc3ccccc3C3=NC(CCC(=O)NCc4cccs4)C(=O)N23)cc1 (configuration not stated) | ? | -19%
CCCCCCCC(=O)N/N=C/c1cccc2ccccc12 | 0% | -12%

Overlap with the part before: five compounds, then new ones.
SMILES | UDG counter | AID inhibitor
CCCn1nc(C(=O)Nc2cccc(OC)c2)c2ccccc2c1=O | -7% | -1%
Cc1ccc(Cl)cc1N1CCN(C(=O)c2ccc3nc(N4CCC(C)CC4)sc3c2)CC1 | -17% | ?
Cc1cccc(C)c1Nc1sc(C(=O)c2ccccc2)c(N)c1S(=O)(=O)c1ccccc1 | -18% | -22%
CN(C)c1ccc(NC(=O)CSC2=Nc3ccccc3C3=NC(CCC(=O)NCc4cccs4)C(=O)N23)cc1 (configuration not stated) | ? | -19%
CCCCCCCC(=O)N/N=C/c1cccc2ccccc12 | 0% | -12%
COc1ccc2c(c1)c1c(c(=O)n(-c3ccc(F)c(Cl)c3)c(=O)n1CC(=O)N1CCCC1)n2C | 0% | -6%
Cc1ccc2oc(=O)n(CCNC(=O)Nc3ccc(Cl)cc3)c2c1 | 1% | 2%
Cc1cc(=O)oc2cc(OCC(=O)N(Cc3ccccc3)C(C)(C)C)ccc12 | -1% | -3%
O=C(Nc1ccc2nc(SCc3ccc(Br)cc3)sc2c1)c1ccc(Cl)cc1 | 0% | 0%
CCOC(=O)c1[nH]c2ccccc2c1NC(=O)C(C)N1CCC2(CC1)OCCO2 (configuration not stated) | 2% | -2%
COc1ccc(-c2cn3nc(N4CCC(C(=O)Nc5ccc(C)cc5)CC4)sc3n2)cc1 | ? | 9%
CC(=O)Nc1ccc(NC(=O)Cn2nc(-n3nc(C)cc3C)ccc2=O)cc1 | 0% | 0%
O=C(Cc1ccc(Cl)c(Cl)c1)NCC1CN(Cc2ccccc2)CCO1 (configuration not stated) | -2% | -1%

An excerpt of these results, as labelled records.
O=C(CN1C(=O)c2cccnc2Oc2ccc(Cl)cc21)NCCc1ccccc1
- UDG counter: -7%
- AID inhibitor: 16%

CC(C)c1ccc(NC(=O)C2CCCC2)cc1
- UDG counter: 1%
- AID inhibitor: -7%

COc1ccc(-c2cn3nc(N4CCC(C(=O)Nc5ccc(C)cc5)CC4)sc3n2)cc1
- UDG counter: ?
- AID inhibitor: 9%

Next section:
SMILES | UDG counter | AID inhibitor
CC1CCCCN1C(=O)CSc1n[nH]c(-c2ccccc2)n1 (configuration not stated) | 0% | 2%
CC(C)NC(=O)CCC(=O)N1Cc2ccccc2Oc2ncccc21 | 1% | -10%
Cc1cccc(Nc2nc(-c3ccccc3)c(C(=O)Nc3cccnc3)s2)c1 | -6% | 4%
CCc1cc(=O)oc2c(C)c(OCc3ccc(OC)cc3)ccc12 | -10% | 4%
CC(C)c1ccc(CNCCSc2nnnn2-c2ccccc2)cc1 | 0% | -14%
Cc1ccc(-c2ccc(OC(=O)c3ccc(C)c(C)c3)cc2)cc1 | -9% | -6%
C/C=C/C=N/NC(=O)C(O)c1ccccc1 (configuration not stated) | 5% | 2%
Cc1ccccc1CNC(C)(C)CO | 4% | -4%

Additional entries.
SMILES | UDG counter | AID inhibitor
COc1ccc(C(CC(=O)Nc2cc(Cl)c(OC)cc2OC)N2Cc3ccccc3C2=O)cc1 (configuration not stated) | -2%[57.5 µM] | 0%
Cc1cc(Cl)ccc1Nc1nc(NCc2ccc3c(c2)OCO3)nc2nccnc12 | 2% | 6%
Cc1ccc(OCC(=O)Nc2sc3c(c2C(N)=O)CCCC3)c(C(C)(C)C)c1 | 8% | 12%
CC(=O)Oc1ccc2ccc3ccc(OC(C)=O)c4ccc1c2c34 | ? | 7%
CCOc1ccc(S(=O)(=O)NCC(c2ccc(N(C)C)cc2)N2CCCC2)cc1 (configuration not stated) | 0% | -5%
NC(=O)C1CCN(C(=O)c2ccc3ccn(Cc4ccccc4)c3c2)CC1 | -4% | -17%
Cc1cccc(CN2CCN(C(=O)c3cc(C4CC4)nn3-c3ccccc3)CC2)c1 | -4% | -17%
Cc1ccc(CNC(=O)C2CCN(S(=O)(=O)c3cn(C)cn3)CC2)cc1 | 4% | 16%

Next section
SMILES | UDG counter | AID inhibitor
Cc1cc(C)c(NC(=O)C2CCCN(C(=O)c3cnn(-c4ccccc4)c3-n3cccc3)C2)c(C)c1 (configuration not stated) | -18% | ?
COCC(=O)Nc1cccc(-c2nc3cccnc3s2)c1 | 0%[57.5 µM] | 7%
CCC(=O)N1CCc2cc(Br)cc(S(=O)(=O)N3CCC(C(=O)NCCCOC(C)C)CC3)c21 | -9%[57.5 µM] | -4%
CCOC(=O)c1[nH]c2ccccc2c1NC(=O)c1ccc(C)c(C)c1 | -9% | -7%
Cc1ccc2c(COC(=O)COc3ccc(Br)cc3)cc(=O)oc2c1 | 3% | 2%
Cc1cnc(NC(=O)c2cccnc2Oc2ccc(F)cc2Br)s1 | 4% | -2%
CC(Sc1ccc(Cl)cc1)C(=O)N1CCN(c2nccs2)CC1 (configuration not stated) | -7% | -14%
Cn1c(=O)c2c(ncn2Cc2ccc(Cl)cc2)n(C)c1=O | 1%&-6% | -5%&0%

The results go on:
SMILES | UDG counter | AID inhibitor
Cc1ccccc1/C=N/Nc1ccc(S(N)(=O)=O)cc1[N+](=O)[O-] | -10% | -11%
COc1ccccc1C1NC(=S)NC2=C1CCc1ccccc12 (configuration not stated) | -2% | 70%[activator]
COc1cc(C(=O)NCC(c2ccco2)S(=O)(=O)c2cccs2)cc(OC)c1OC (configuration not stated) | -22% | -1%
COc1ccc(NC(=O)CN2CCCN(S(=O)(=O)c3ccc(Br)cc3)CC2)c(OC)c1 | -15%[57.5 µM] | -28%[57.5 µM]
Nc1nccnc1C(=O)NCC1CC2c3ccccc3C1c1ccccc12 (configuration not stated) | -1% | -16%
CCC(CC)NC(=O)c1cccc(I)c1 | 15% | -2%
O=C(NCc1ccncc1)c1cc(S(=O)(=O)C2CCS(=O)(=O)C2)ccc1F (configuration not stated) | 4% | 5%
COC(=O)CCCCCCCCCC[N+]1(Cc2ccccc2)CCCCC1 | -4% | -10%

New compounds follow
SMILES | UDG counter | AID inhibitor
CCOC(=O)C1CCN(C(=O)C2CCN(c3nnc(C)c4c(C)n(-c5ccccc5)nc34)CC2)CC1 | -7% | -7%
Cc1ccc(OCC(=O)NCC(=O)OCc2cc(=O)n3nc(CC(C)C)sc3n2)cc1 | -5% | -12%
C=CCc1ccccc1OCCn1c(C2CC(=O)N(Cc3ccc(F)cc3)C2)nc2ccccc21 (configuration not stated) | ? | ?
CCCc1nn(C)c2c(=O)[nH]c(-c3cc(S(=O)(=O)Nc4ccccc4)ccc3OCC)nc12 | -9% | -8%
COc1ccc(Cl)cc1NC(=O)COC(=O)CCS(=O)(=O)c1ccc(NC(C)=O)cc1 | 3% | -3%
CCCN(C(=O)c1nn(-c2ccc(OC)c(Cl)c2)c(=O)c2c1c1ccccc1n2C)c1ccccc1F | -14% | 6%
CC(C)COc1ccc(C(=O)Nc2ccc(S(=O)(=O)Nc3ncccn3)cc2)cc1 | -5% | 1%
COc1ccc(-c2cc(C(F)(F)F)n3nc(C(=O)NCC45CC6CC(CC(C6)C4)C5)cc3n2)cc1 | 8% | 6%

(list continues)
SMILES | UDG counter | AID inhibitor
COc1ccc(C2CC(=O)Nc3ccsc32)cc1 (configuration not stated) | -1% | -6%
COc1cccc(N(Cc2nnc3n2CCCCC3)C(=O)Nc2cccc(Cl)c2)c1 | -4% | -13%
N#Cc1ccc(N2CCC(C(=O)Nc3nccs3)CC2)nc1 | 9% | -1%
O=C(CN1CCCC1c1ccc2c(c1)OCCCO2)Nc1c(Cl)cccc1C(F)(F)F (configuration not stated) | -2% | -5%
Cc1ccc(-c2nn(C)c(=O)c3c2CCCC3)cc1S(=O)(=O)NC1CC1 | 1% | 2%
O=C(Nc1cc(C(F)(F)F)ccc1Cl)c1cc2nc(-c3ccc4c(c3)OCO4)cc(C(F)(F)F)n2n1 | -5%[57.5 µM] | 2%[57.5 µM]
O=S(=O)(c1ccc(-c2csc(Nc3cccc4ccccc34)n2)cc1)N1CCOCC1 | -4% | -9%
C#CCN1CCC(C(=O)N(C)Cc2cccc(OC(F)F)c2)CC1 | -8% | -4%

(more compounds)
SMILES | UDG counter | AID inhibitor
Nc1ccc(C(=O)O)c([N+](=O)[O-])c1 | -2% | 1%
O=C1CCCc2c1[nH]c1ccc(C34CC5CC(CC(C5)C3)C4)cc21 | -5% | -1%
CCOc1cc(/C=C2/NC(=O)NC2=O)cc(I)c1OC | 12% | 0%
CC(=O)Nc1nonc1-c1nnc(SCC(=O)Nc2cc(C)cc(C)c2)n1C | 5% | -1%
Cc1cccc(-c2nc(SCCCOc3ccc(Cl)c(C)c3)n3[nH]c(=O)cc3n2)c1 | 0% | 11%
Cc1ccc(OCCSc2nc3ccccc3n2CC(=O)N2CCOCC2)cc1C | -18% | 16%
O=[N+]([O-])c1ccc(/C=N/Nc2ccc(Cl)nn2)cc1 | 3% | 4%
O=C(NCCN1CCCCCC1)C1CCCC1 | 3% | 0%

(next part)
SMILES | UDG counter | AID inhibitor
Oc1ccc(Cl)cc1C1=Nc2ccccc2N=C(c2cccc(Br)c2)C1 | -8%[57.5 µM] | -17%[57.5 µM]
O=Cc1ccccc1-n1ccnc1 | 1% | -2%
CN1CCN(C(=O)CN2CCN(C(C(=O)O)c3cn(C)c4cc(C(=O)O)ccc34)CC2)CC1 (configuration not stated) | 4% | 3%
Cn1ccnc1CN(C1CC1)S(=O)(=O)c1cc(F)ccc1F | -2% | 2%
COc1ccc(CNc2oc(/C=C/c3cccc(OC)c3)nc2C#N)cc1 | 89µM* | -19%
CCc1nnc(SCC(=O)Nc2ccccc2Cl)nc1CC | -10%&-16% | -4%&-16%
O=C(NCCc1c[nH]c2ccccc12)c1ccc2ccccc2n1 | -3% | -16%
N#Cc1ccnc(N2CCN(C(=O)Nc3ccc(F)cc3)CC2)c1 | -5% | -2%

Further entries follow.
SMILES | UDG counter | AID inhibitor
COc1c(C)cc(N)cc1C | 5% | 11%
CCN(CC)c1ccc(NC(=O)CCS(=O)(=O)c2cccc3nsnc23)c(C)c1 | -22% | 1%
CCOC(=O)c1cc(S(=O)(=O)Nc2ccc(OC(F)(F)F)cc2)[nH]n1 | -8% | -6%
COc1cccc(-c2nc(CS(=O)(=O)CC(=O)Nc3ccc(F)cc3C)c(C)o2)c1 | 0% | 2%
CC(c1nnc(SCC(=O)Nc2ccc(Cl)cc2)n1C)N1C(=O)COc2ccccc21 (configuration not stated) | 3% | -9%
COc1ccc(OC)c(NC(=O)c2c(NCc3sccc3C)sc3c2CCCCC3)c1 | -11% | i
CCOc1ccc(C(=O)NC2(C(=O)OC)CCCCC2)cc1OC | -2% | -6%
O=S1(=O)C[C@H](N2CCN(Cc3ccc4c(c3)OCO4)CC2)[C@@H](S(=O)(=O)c2ccccc2)C1 | 9% | -3%

Molecules from the list above with a furan ring, fused or not (three):
SMILES | UDG counter | AID inhibitor
CS(=O)(=O)c1ncc(N(Cc2ccco2)Cc2cccs2)c(C(=O)Nc2ccccc2F)n1 | 11% | -11%
CSc1ccccc1NC(=O)/C=C/c1ccco1 | 8% | 12%
COc1cc(C(=O)NCC(c2ccco2)S(=O)(=O)c2cccs2)cc(OC)c1OC (configuration not stated) | -22% | -1%

Bioassay records deposited in PubChem by National Center for Advancing Translational Sciences (NCATS).

A portion of the library. The share of hits here may be higher or lower than overall.
